ERp5 inh = inhibitors of human ERp5; inhibition, % at 9.99 µM; ERp5 insulin aggregation, absorbance 650 nm, 90 min; actives 0.05% (n = 350,000);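 active means mean replicate inhibition above about 25%, with every replicate also reaching it, limit read from the data, passing the limit was not always enough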
Target sequence (Q15084 whole entry, looked up): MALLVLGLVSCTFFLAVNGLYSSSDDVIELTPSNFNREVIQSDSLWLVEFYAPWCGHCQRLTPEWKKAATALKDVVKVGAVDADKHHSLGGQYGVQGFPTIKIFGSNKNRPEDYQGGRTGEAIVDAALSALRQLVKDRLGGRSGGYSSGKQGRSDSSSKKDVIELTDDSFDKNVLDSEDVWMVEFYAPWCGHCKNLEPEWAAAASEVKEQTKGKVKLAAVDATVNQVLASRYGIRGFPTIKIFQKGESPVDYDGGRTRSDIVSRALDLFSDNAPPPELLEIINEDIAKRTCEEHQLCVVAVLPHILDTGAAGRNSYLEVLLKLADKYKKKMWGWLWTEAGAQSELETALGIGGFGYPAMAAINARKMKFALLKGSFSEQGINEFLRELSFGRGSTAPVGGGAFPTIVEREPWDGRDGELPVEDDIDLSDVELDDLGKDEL
Statin myotox sup = suppression of simvastatin myotoxicity; rescue of ATP level, % at 7.49 µM; actives 0.78% (n = 330,000); AID 602340; C2C12 myotubes + simvastatin, ATP luminescence, 48 h; scaled: DMSO 0, geranylgeraniol control 100;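 active means mean ATP rescue above about 67%, or every replicate alone reaching that limit, limit read from the data, passing the limit was not always enough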;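 further: myotubes were challenged with 10 µM simvastatin during compound exposure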
SIRT5 block = inhibitors of human sirtuin-5 desuccinylase; actives 1.1% (n = 330,000); Purified SirT5, succinyl-peptide AMC, trypsin-coupled fluorescence; AID 652115; inhibition, % at 15 µM; Q9NXA8; in the data active means inhibition above about 15%
Target sequence (Q9NXA8 whole entry, looked up): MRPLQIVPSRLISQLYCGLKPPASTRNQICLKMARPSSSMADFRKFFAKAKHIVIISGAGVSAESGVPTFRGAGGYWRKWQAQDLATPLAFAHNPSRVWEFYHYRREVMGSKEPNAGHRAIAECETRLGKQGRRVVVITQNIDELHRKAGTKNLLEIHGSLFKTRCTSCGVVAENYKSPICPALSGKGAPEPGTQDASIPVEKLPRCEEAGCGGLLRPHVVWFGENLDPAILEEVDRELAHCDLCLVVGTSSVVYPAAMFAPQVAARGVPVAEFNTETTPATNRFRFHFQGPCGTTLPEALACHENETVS
miR-122 sensor = inhibitors of miR-122 in Huh7 cells; activation (reporter increase), % at 12.5 µM; Huh7 miR-122 Renilla luciferase sensor, 48 h; neutral wells = 0, positive control = 100; actives 0.3% (n = 340,000); AID 602342;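 active means mean replicate activation score at least 90 and every replicate individually at or above 90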;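 further: higher luciferase means less miR-122 activity so hits act as miR-122 inhibitors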
Cneo AK release = causes C. neoformans cell lysis. adenylate kinase release luminescence, 4 h; normalised: neutral wells 0, clomiphene wells 100. lysis activity, % at 15 µM. actives 0.2% (n = 360,000). AID 651654;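 active means mean lysis activity across replicates of at least 80%, whatever share of replicates individually reach that level; inactive means mean lysis activity below 80%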
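read-out = cell lysis signal | test system = log-phase Cryptococcus neoformans yeast cells | input = cells at 5 × 10^6 per mL | medium = fresh YPD growth medium | signal = luminescent adenylate kinase detection reagent | timing = 4 h at 37 °C static, read 1 h later | dosing = single dose | controls = Clomiphene as positive lysis control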
esBAF inh = SWI/SNF esBAF complex inhibition | reporter increase, % at 12.5 µM | AID 602393 | mouse ES cells, Bmi1-luciferase knock-in reporter, 24 h; 100% = twice the neutral-well signal | actives 2% (n = 350,000); in the data active means activation above about 40%;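 further: 0% = median of the plate's neutral control wells and 100% = double that signal; a rise in the Bmi1 reporter signal indicates esBAF inhibition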
ARNT-TACC3 inh = disrupts binding between human ARNT and TACC3; AlphaScreen His-ARNT PAS-B/GST-TACC3 binding, luminescence; TACC3 fragment carries E629A point mutation; AID 623870; actives 0.66% (n = 390,000); inhibition, % at 9.99 µM;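 active means mean inhibition of replicates at least 50% and at least half of replicates each reaching 50%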;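 further: 0% = complete ARNT plus TACC3 wells and 100% = ARNT alone without TACC3; many hits fall short of the cut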
Numbers without * were called inactive; / = not tested or not shown; [ ] = dose if it differs, or a comment.

SMILES | ERp5 inh | Statin myotox sup | SIRT5 block | miR-122 sensor | Cneo AK release | esBAF inh | ARNT-TACC3 inh
C[C@@H]1CN([C@@H](C)CO)C(=O)c2cc(NC(=O)Nc3ccc4c(c3)OCO4)ccc2O[C@@H](C)CCCCO[C@H]1CN(C)C(=O)Nc1ccc(C(F)(F)F)cc1 | 2 | -12 | 7 | 6[16.7 µM] | -1 | 1 | 11
CS(=O)(=O)Nc1ccc(C(=O)N2CCCC2)cc1 | / | / | / | 5 | -2 | / | -9
C=CCOc1cccc(/C=N/NC(=O)CN2CCCCC2)c1 | 1 | 12 | -5 | 5 | 0 | 2 | -3
Cc1ccc(N(Cc2ccc([N+](=O)[O-])cc2)C(=O)c2ccco2)cc1 | / | 32 | / | -2 | -3 | 4 | 9
Cc1noc(C)c1S(=O)(=O)Nc1ccc2c(c1)C(=O)N([C@@H](C)CO)C[C@@H](C)[C@@H](CN(C)C(=O)Nc1cccc3ccccc13)O2 | -5 | 42 | 3 | -8[16.7 µM] | 63 | 0 | 4
CCOc1ccc(N(CC(=O)Nc2ccc(Cl)cc2)S(C)(=O)=O)cc1 | 4 | -3 | / | 1 | 0 | 30 | /
C[C@H](CO)N1C[C@H](C)[C@@H](CN(C)Cc2cccnc2)Oc2cc(C#CC3CC3)ccc2S1(=O)=O | 2 | -44 | 3 | 26[16.7 µM] | -1 | -2 | 0
O=C(CCC(=O)c1ccccc1)NCc1ccccc1 | 7 | / | -4 | 7 | 1 | / | -6
C[C@H](CO)N1C[C@H](C)[C@@H](CN(C)C(=O)Nc2cccc3ccccc23)Oc2ccc(NS(=O)(=O)c3cccs3)cc2CC1=O | / | 7 | / | 2[16.7 µM] | 2 | 3 | -25
CC(C)NC(=O)N(C)C[C@@H]1Oc2cc(-c3ccncc3)ccc2S(=O)(=O)N([C@H](C)CO)C[C@H]1C | 7 | -11 | 0 | 12[16.7 µM] | 1 | -1 | 0
O=C(O)CC(CNS(=O)(=O)c1ccccc1)c1ccccc1 (configuration not stated) | 2 | 11 | / | / | -1 | -4 | /
C=CCNC(=O)c1ccccc1NC(=O)c1cccc2ccccc12 | / | / | / | 2 | -1 | 1 | 1
C[C@@H]1CN([C@@H](C)CO)C(=O)c2ccccc2-c2ccccc2CO[C@H]1CN(C)C(=O)Oc1ccccc1 | 0 | / | 3 | / | 54 | 5 | 0
Cc1ccc(C)c(NC(=O)c2ccccc2NC(=O)C2CCCO2)c1 (configuration not stated) | 0 | / | 1 | / | / | / | -3
CN1C[C@@H]2[C@@H]3C(=O)N(Cc4ccccc4)C(=O)[C@@H]3[C@](Cc3ccccc3)(C1=O)N2C(=O)c1ccc(C(F)(F)F)cc1 | -3 | 8 | 1 | 0 | 1 | -4 | 2
CCOC(=O)C1=C(Cc2ccc(OC)cc2)C(=O)c2ccccc2C1=O | / | -2 | / | 8 | -2 | -2 | 9
COc1ccc(Nc2nc(C)cc(=O)[nH]2)cc1 | / | / | / | -2 | -1 | / | -5
COc1ccc(C(=O)Nc2cccc(C)c2)cc1S(=O)(=O)N1CCOCC1 | / | -3 | / | -1 | / | 2 | -1
CCN(CC)C(=O)CSc1ncnc2c1cnn2-c1ccccc1 | / | / | / | -3 | -2 | / | -6
C[C@H]1CN([C@@H](C)CO)C(=O)Cc2cc(NS(C)(=O)=O)ccc2O[C@@H]1CN(C)Cc1ccccc1 | 2 | 23 | 4 | -2[16.7 µM] | 61 | -5 | -3
CC(C)C#Cc1cnc2c(c1)C(=O)N([C@@H](C)CO)C[C@H](C)[C@@H](CN(C)C(=O)c1ccc3c(c1)OCO3)O2 | 2 | 17 | 1 | 0[16.7 µM] | 0 | 3 | -2
CCC(=O)N1[C@H](CN(CC)C(=O)NC2CCCC2)[C@@H](c2ccccc2)[C@@H]1CO | 4 | 5 | 1 | -6[16.7 µM] | -4 | -2 | 1
C[C@H](CO)N1C[C@H](C)[C@@H](CN(C)Cc2ccncc2)Oc2ccc(NS(=O)(=O)c3cn(C)cn3)cc2CC1=O | -2 | 3 | -2 | -5[16.7 µM] | 0 | -5 | -5
CCN(CC(=O)Nc1ccc2c(c1)OCCO2)C(=O)CSCC(=O)Nc1ccc(C)cc1 | 2 | 10 | -2 | / | / | 8 | 0
COc1ccc(S(=O)(=O)N2CCN(CC(=O)NC3CC3)CC2)cc1 | 10 | 4 | 2 | -10 | 0 | -3 | 7
CCSc1nnc(NC(=O)CSc2nnc(Cc3cccn3C)n2-c2ccc(C)cc2)s1 | 1 | 0 | -1 | -11 | -1 | -5 | -2
CCOC(=O)C1CCCN(Cc2nc(C3CC3)no2)C1 (configuration not stated) | 5 | 3 | 3 | -3 | -8 | -2 | 2
CC1=CC(C)C(C(=O)O)C(C(=O)N2CCN(C)CC2)C1 (configuration not stated) | 0 | / | -4 | / | / | / | -5
NC(=O)CCn1nc(-c2ccccc2)c2ccccc2c1=O | / | 1 | / | -6 | 0 | -4 | 0
Cc1ccc(/C=C(\C#N)c2nn(-c3ccccc3)c(N)c2C#N)cc1 | / | / | / | -5 | -10 | / | 34
C[C@H](CO)N1C[C@H](C)[C@H](CN(C)C(=O)Nc2cccc3ccccc23)Oc2ncc(-c3cc4ccccc4o3)cc2C1=O | -1 | / | 6 | -15[16.7 µM] | 9 | 10 | 8
CC(=O)NC(=S)Nc1ccc(-c2nc3ccc(C)cc3s2)cc1 | 3 | -25 | -1 | 0 | -4 | 13 | -5
O=C(C[C@H]1C=C[C@H](NC(=O)Nc2ccc(F)cc2)[C@@H](CO)O1)NCc1ccccn1 | 8 | -3 | 1 | / | -1 | 4 | -5
CCc1c(C)nc(N)n2c(SCC(=O)Nc3ccccc3)nnc12 | / | 1 | / | -1 | 2 | 5 | 1
Cc1nnc(SCC(=O)Nn2cnnc2)s1 | / | -9 | / | -3 | 0 | 2 | -2
COCCN(C(=O)COC(=O)CCn1c(C)csc1=O)c1c(N)n(Cc2ccccc2)c(=O)[nH]c1=O | -7 | -16 | 1 | / | -14 | -11 | 3
COc1ccccc1NS(=O)(=O)c1cc(NC(=O)COc2ccccc2)ccc1N1CCOCC1 | -2 | -10 | / | / | -3 | 5 | -4
C[C@@H]1CCCCO[C@H](CN(C)C(=O)C2CCCCC2)[C@H](C)CN([C@H](C)CO)C(=O)c2cc(NC(=O)Nc3cccc4ccccc34)ccc2O1 | -3 | / | 2 | -9[16.7 µM] | -4 | -4 | 2
O=C(NC1CCC1)C1CCC(=O)N(Cc2ccccc2F)C1 (configuration not stated) | 4 | -10 | 0 | -2 | 2 | 3 | -35
COc1cccc(NC(=O)CN(C)C(=O)CSc2ncnc3sc(C)c(C)c23)c1 | 2 | 9 | 4 | 0 | -1 | -5 | /
N#Cc1ccc(-c2ccc3c(c2)[C@H]2[C@H](CCN2C(=O)c2cccnc2)[C@@H](CO)N3)cc1 | / | -17 | / | -13[16.7 µM] | 6 | -2 | -10
O=C(O)/C=C/c1ccc(S(=O)(=O)Nc2cccnc2)cc1 | 5 | 0 | 6 | 6 | 8 | -3 | 1
Cc1nc2ccc(C(=O)N3CCCC(CO)(Cc4ccc(F)cc4F)C3)cc2nc1C (configuration not stated) | 0 | 2 | 1 | 1 | 3 | 4 | 3
CCOC(=O)C1(C)C(=O)CC2c3nc4ccccc4cc3CN2C1=O (configuration not stated) | 3 | 3 | / | -3 | 0 | 0 | /
CC(=O)Nc1cccc(OCC(O)Cn2c(C)nc3ccccc32)c1 (configuration not stated) | / | / | / | -5 | 7 | / | 5

The last 4 entries of the section before come first, to join the parts.
SMILES | ERp5 inh | Statin myotox sup | SIRT5 block | miR-122 sensor | Cneo AK release | esBAF inh | ARNT-TACC3 inh
O=C(O)/C=C/c1ccc(S(=O)(=O)Nc2cccnc2)cc1 | 5 | 0 | 6 | 6 | 8 | -3 | 1
Cc1nc2ccc(C(=O)N3CCCC(CO)(Cc4ccc(F)cc4F)C3)cc2nc1C (configuration not stated) | 0 | 2 | 1 | 1 | 3 | 4 | 3
CCOC(=O)C1(C)C(=O)CC2c3nc4ccccc4cc3CN2C1=O (configuration not stated) | 3 | 3 | / | -3 | 0 | 0 | /
CC(=O)Nc1cccc(OCC(O)Cn2c(C)nc3ccccc32)c1 (configuration not stated) | / | / | / | -5 | 7 | / | 5
Cc1ccc(/C=N/NC(=O)CNC(=O)c2ccc(S(=O)(=O)N(C)C)cc2)cc1 | 7 | / | -2 | / | / | / | -5
C[C@H](CO)N1C[C@H](C)[C@H](CN(C)S(=O)(=O)c2cn(C)cn2)OCCCC[C@H](C)Oc2ccc(NC(=O)Nc3cccc4ccccc34)cc2C1=O | 0 | / | 2 | 3[16.7 µM] | 0 | -3 | 3
COc1ccc(S(=O)(=O)N2CCN(Cc3ccccc3)CC2)cc1 | / | -11 | / | / | 3 | -2 | 0
CC(Oc1ccc(C(=O)c2ccccc2)cc1)C(=O)Nc1ccc(S(N)(=O)=O)cc1 (configuration not stated) | 4 | 0 | 4 | 5 | / | 5 | -1
Cc1cc(NS(=O)(=O)c2ccccc2)no1 | 3 | 1 | / | -6 | 2 | 3 | -5
C[C@H](CO)N1C[C@H](C)[C@@H](CN(C)Cc2ccc(C(=O)Nc3ccccc3N)cc2)Oc2c(NC(=O)c3cnccn3)cccc2C1=O | 5 | 7 | 3 | 21[16.7 µM] | 3 | -18 | 2
O=C(Nc1ccc(Cl)c(Cl)c1)c1ccc2c(c1)OCO2 | 5 | -13 | -3 | / | -9 | 10 | -10
Cc1cc(=O)[nH]c2c(C)cc(S(=O)(=O)NCc3ccccc3)cc12 | 2 | 9 | -3 | 30 | 2 | 0 | -25
Cc1ccc(S(=O)(=O)Nc2ccc3c(c2)C(=O)N([C@@H](C)CO)C[C@H](C)[C@@H](CN(C)C(=O)c2ccccc2)OCCCC[C@@H](C)O3)cc1 | -4 | / | 6 | -4[16.7 µM] | 1 | 7 | -1
CCCN(CCC)CCNC(=O)Cn1cnc2sc(C)c(S(=O)(=O)N3CCOCC3)c2c1=O | / | 6 | / | 0 | 0 | -11 | 1
CC(C)NC(=O)Nc1ccc2c(c1)CC(=O)N([C@H](C)CO)C[C@@H](C)[C@@H](CN(C)C(=O)Nc1ccc3c(c1)OCO3)O2 | 6 | -8 | 8 | -2[16.7 µM] | -4 | 0 | 8
C[C@@H]1CCCCO[C@H](CN(C)C(=O)c2ccncc2)[C@@H](C)CN([C@H](C)CO)C(=O)c2cc(NS(=O)(=O)c3ccccc3)ccc2O1 | -6 | / | -2 | 11[16.7 µM] | -1 | -2 | -5
CC1(C(=O)CSc2nc3ccccc3[nH]2)CCC(=O)O1 (configuration not stated) | / | -28 | / | -10 | 1 | -4 | 0
CC1C=NC(S(=O)(=O)N2CC[C@@H]3[C@@H](CO)N(C)c4ccc(C5=CCCCC5)cc4[C@@H]32)=N1 (some centres not stated) | -2 | 4 | 3 | 13[16.7 µM] | 19 | -6 | 1
c1ccc(CCn2cnc3ccccc32)cc1 | 4 | 0 | -2 | -3 | 0 | 31 | -5
CN(CC(CC(=O)Nc1nncs1)c1ccccc1)S(=O)(=O)c1ccccc1 (configuration not stated) | -3 | 9 | / | / | -2 | -4 | -15
Cc1noc(C)c1NC(=O)Nc1ccc2c(c1)C(=O)N([C@H](C)CO)C[C@H](C)[C@@H](CN(C)S(C)(=O)=O)OCCCC[C@H](C)O2 | -3 | / | 3 | 7[16.7 µM] | 18 | 5 | -6
COc1cc(C(=O)N2CCN(c3ccccn3)CC2)cc(OC)c1OC | 3 | 16 | -1 | -4 | 1 | -8 | -9
CCOc1cc2c(cc1OCC)C(c1ccc(OC)c(OC)c1)N(c1ccc(C(=O)O)cc1)C(=O)C2 (configuration not stated) | 2 | 1 | -4 | 7 | 2 | -1 | -8
Oc1oc(-c2ccccc2)nc1/C=N/c1ccccn1 | 3 | -4 | -2 | 2 | 17 | 18 | /
